Source: PubChem (National Center for Advancing Translational Sciences (NCATS))
TDP1 cell noCPT: qHTS for Inhibitors of human tyrosyl-DNA phosphodiesterase 1 (TDP1): qHTS in cells in absence of CPT. DT40 Tdp1-/- hTDP1 cells, no CPT, ATP luminescence, 48 h. Potency, µM (titrated, usually from 46.2 µM), without a hit: at the highest dose activity change, negative = growth inhibition, hits mostly inhibitors. 15% of 420,000 active; note: nearly all actives have a fitted effect of over 55% in size
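A cellular qHTS used chicken DT40 cells lacking endogenous Tdp1 but carrying stably transfected human TDP1. Compounds were applied without camptothecin, and cell growth kinetics were judged by ATP-dependent luminescence after ≥48 hr.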
TDP1 block: TDP1 (human) enzyme inhibition | recombinant TDP1, AlphaScreen DNA substrate cleavage | Potency, µM (doses to about 130 µM), without a hit: at the highest dose activity change, negative = inhibition, most hits filed as inhibitors | 0.28% of 350,000 active; note: nearly all actives have a fitted effect of over 40% in size
Target sequence (Q9NUW8 whole entry, looked up): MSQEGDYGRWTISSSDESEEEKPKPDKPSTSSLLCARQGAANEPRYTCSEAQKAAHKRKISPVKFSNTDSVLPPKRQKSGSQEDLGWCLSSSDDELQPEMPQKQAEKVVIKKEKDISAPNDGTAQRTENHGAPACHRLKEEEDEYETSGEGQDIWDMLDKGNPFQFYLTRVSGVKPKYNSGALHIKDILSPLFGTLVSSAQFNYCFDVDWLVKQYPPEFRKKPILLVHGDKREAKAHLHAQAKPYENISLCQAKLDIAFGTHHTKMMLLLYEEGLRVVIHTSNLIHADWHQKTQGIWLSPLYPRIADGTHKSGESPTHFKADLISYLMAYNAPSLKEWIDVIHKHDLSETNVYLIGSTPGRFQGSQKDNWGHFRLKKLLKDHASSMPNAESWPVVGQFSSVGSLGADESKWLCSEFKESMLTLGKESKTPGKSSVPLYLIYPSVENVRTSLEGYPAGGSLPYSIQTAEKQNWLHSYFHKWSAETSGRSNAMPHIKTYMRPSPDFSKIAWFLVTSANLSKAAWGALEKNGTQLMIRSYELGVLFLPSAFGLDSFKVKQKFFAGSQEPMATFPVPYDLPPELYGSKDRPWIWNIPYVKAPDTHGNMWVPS
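Recombinant E. coli-expressed Tdp1 (1 nM) preincubated with compound 15 min at RT, then 5'-biotin/3'-phosphotyrosine-FITC DNA substrate (15 nM) added for 5 min. AlphaScreen beads (10 ug/ml) added, 10 min RT; tyrosine-FITC cleavage read as signal loss.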
DT40 TDP1 CPT: DT40-hTDP1 cell growth loss with CPT; chicken DT40 Tdp1-/-;hTDP1 cells + 20 nM CPT, ATP luminescence, 48 h; Potency, µM (doses to about 46.2 µM), for inactives: at the top dose activity change, negative = growth inhibition, hits mostly inhibitors; 12% of 420,000 active; AID 686979; note: nearly all actives have a fitted effect of over 55% in size
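Chicken DT40 Tdp1-/- cells complemented with human TDP1, 400 cells/well, exposed to compounds plus 20 nM camptothecin for at least 48 h at 37 C; viability read as ATP content by CellTiter-Glo luminescence.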
* hit, by the source's call; ? = inconclusive; · = not tested or not shown; & = joins results of further samples; ! = repeats disagree; [ ] = another dose, or the depositor's remark. Calls come from the whole dose curve; as a rule, active = well fitted curve in the direction sought with a large enough effect; inconclusive = small, poorly fitted or top-dose-only effect, or another doubt; inactive = no such curve, though single readings can be large; an effect the other way counts as inactive or inconclusive. % is set by controls: 0 for no effect and ±100 for the full control effect; potency is the fitted concentration of half-maximal effect. Hits appear at their usual frequency. Share with any hit: about 18%.

Values run as follows: TDP1 cell noCPT, TDP1 block, DT40 TDP1 CPT
O=C(Cc1cccc2ccccc12)N/N=C1\CCCc2ccccc21
→ 16µM*, 0%, ?
CNc1cc(CSC)nc(SCc2ccc(Cl)cc2Cl)n1
→ ?, 9%, ?
CCCc1ncc(C(O)(c2ccccc2)c2ccccc2)n1C
→ ?, 0%, 1%
Cc1nn(-c2ccccc2)nc1C(=O)Nc1ccc2c(c1)OCCO2
→ -9%, 1%, -25%
CC(C)CC(CO)N1CCN(C(=O)c2ccc(Cl)cc2)CCC1=O (configuration not stated)
→ 1%, ·, 7%
CCOC(=O)Cn1ncc2c3ccccc3n(CC(=O)OCC)c2c1=O
→ -5%, ·, -26%
O=C(O)CNS(=O)(=O)c1cccc(Cl)c1
→ 3%, 4%, -1%
O=C(CSc1n[nH]c(-c2ccccc2F)n1)NCC(=O)Nc1ccc(F)c(F)c1F
→ -1%, 8%, 11%
CCCn1c(SCc2ccc(C(=O)OC)o2)nc2ccccc2c1=O
→ ?, ·, ?
O=C(NCc1ccccc1Cl)C(=O)NCC(c1cccs1)S(=O)(=O)c1cccs1 (configuration not stated)
→ 18µM*, 3%, ?
CCC(=O)Nc1ccc(-c2ccc(N3CCCCC3)nn2)cc1
→ -25%, 2%, -27%
O=C(N/N=C/c1cccs1)c1cc(-c2ccncc2)nc2ccccc12
→ 0.58µM*, 3%, 0.58µM*
CCc1ccc(-c2cc(C(=O)NN3CCOCC3)c3ccccc3n2)cc1
→ 1.3µM*, 4%, 8.2µM*
CCC1Oc2ccc(C)cc2N(CC(=O)NCc2cccc(OC)c2)C1=O (configuration not stated)
→ 10µM*, 6%, ?
Cc1nnc(SCC(=O)Nc2nc(-c3ccccc3)cs2)n1N
→ -14%, 1%, -7%
COc1ccc(Cl)cc1-n1c(CCC(=O)O)ccc1-c1ccc(C)cc1
→ ?, ·, -21%
COc1ccc(CN(C)S(=O)(=O)c2nnc(NC(=O)c3cccc(F)c3)s2)cc1
→ ?, 2%, -17%
CCOCN(C(=O)Cn1c(CC(C)C)nc2ccccc21)c1c(C)cccc1CC
→ 23µM*, ·, ?
Cc1cccc(NC(=O)c2nnn(CC(=O)Nc3ccc(C(C)C)cc3)c2N)c1C
→ ?, -5%, ?
Clc1ccc(OCc2nnc(SCc3nc4ccccc4[nH]3)n2Cc2ccco2)cc1
→ 21µM*, 9%, 21µM*
c1ccc(-c2cn(CC3CCCCC3)nn2)cc1
→ 13µM*!, ·, ?
Cc1ccc(C)c(CN2CCC(CNC(=O)CCc3nnc4ccc(N5CCC(C)CC5)nn34)CC2)c1
→ ?, 2%, ?
O=[N+]([O-])c1ccccc1/C=N\N1CCN(Cc2ccccc2Cl)CC1
→ ?, ·, -25%
Cc1nnc(N2CCCC(C(=O)NCCc3ccccc3)C2)c2nn(-c3ccccc3)c(C)c12 (configuration not stated)
→ 18µM*, 3%, ?
Cc1ccc(C(=O)NC2CCN(C(=O)Nc3ccccc3Cl)CC2)cc1
→ -16%, ·, -8%
COc1ccc(S(=O)(=O)NCC2CCCN(Cc3cccnc3)C2)cc1 (configuration not stated)
→ -2%, 5%, -8%
COc1ccc(NC(=O)C2CCC(CNS(=O)(=O)c3ccc4c(c3)C(C)(C)C(=O)N4C)CC2)cc1 (configuration not stated)
→ 1%, 0%, -7%
CC(=O)Nc1ccc(OCC(=O)c2ccc(C)cc2C)cc1
→ ?, 2%, -20%
COc1ccc(C)cc1S(=O)(=O)N(C)CC(N)=O
→ 8%, 7%, 5%
N#Cc1ccc(C23CC4(C2)[C@H](CN(Cc2ccc(-c5ccccc5)cc2)[C@@H]4c2ccccc2)C3c2ccc(C(F)(F)F)cc2)cc1 (some centres not stated)
→ ?, 5%&2%, 16µM*

Quoted at random: 3 records from the list.
Values run as follows: TDP1 cell noCPT, TDP1 block, DT40 TDP1 CPT
O=C(O)CNS(=O)(=O)c1cccc(Cl)c1
→ 3%, 4%, -1%
COc1ccc(S(=O)(=O)NCC2CCCN(Cc3cccnc3)C2)cc1 (configuration not stated)
→ -2%, 5%, -8%
CCc1ccc(-c2cc(C(=O)NN3CCOCC3)c3ccccc3n2)cc1
→ 1.3µM*, 4%, 8.2µM*

Later entries
Values run as follows: TDP1 cell noCPT, TDP1 block, DT40 TDP1 CPT
O=C1CCc2cc(S(=O)(=O)NCCCC(=O)N3CCN(Cc4ccc5c(c4)OCO5)CC3)ccc2N1
→ -6%, -14%, -3%
O=C(Nc1ccccc1)c1nc[nH]c1C(=O)NCCNC(=O)c1[nH]cnc1C(=O)Nc1ccccc1
→ 18µM*, -1%, 13µM*
O=C(c1ccc(Cl)cc1)c1cnc(Nc2ccccc2)s1
→ -8%, 1%, -25%
O=C(Nc1ccc(Nc2ccccc2)cc1)c1ccccc1F
→ ?, ·, ?
COc1ccc(-c2noc(C3CCCN(S(=O)(=O)c4cccc(Cl)c4C)C3)n2)cc1OC (configuration not stated)
→ ?, 1%, ?
CC(C)(C)S(=O)(=O)c1ccccc1C(=O)O
→ 3%, 4%, 0%
Cc1c(O)c(CN(C)C)cc2c1oc(=O)c1ccccc12
→ ?, 1%, 0%
CCCn1nnc(NC(=S)NC(=O)Cc2ccccc2)n1
→ 23µM*, 6%, ?
O=C(NCc1ccc(F)cc1)C1CCCN(S(=O)(=O)c2cccc3nsnc23)C1 (configuration not stated)
→ -23%, 4%, -5%
CCc1cccc(CC)c1NC(=O)CN1C2CCCC1CC(NC(=O)Nc1cccc(OC)c1)C2 (configuration not stated)
→ ?, -3%, 18µM*
Cc1n[nH]c2c([N+](=O)[O-])c(=O)[nH]c(=O)n12
→ -6%, ·, 3%
Cc1cc(C)n(CC(=O)Nc2ccccc2)n1
→ -16%, -2%, -25%
CCC(CO)N=CC1=C(O)CC(c2ccccc2)CC1=O (configuration not stated)
→ -2%, ·, 21%
CCSc1nnc([C@H](Cc2c[nH]c3ccccc23)NC(=O)OC(C)(C)C)o1
→ ?, 1%, -30%
COc1ccc(C(=O)COC(=O)Cn2cnc3c2c(=O)n(C)c(=O)n3C)c(OC)c1
→ 5%, 3%[56.1 µM], 11%
O=C(N/N=C/C1CC=CCC1)c1cc2ccccc2cc1O (configuration not stated)
→ -16%, 9%, 10%
O=C(CC(c1ccccc1)c1ccco1)N1CCOCC1 (configuration not stated)
→ -26%, 1%, -2%
CCCCn1c(N)c(N(CC(C)C)C(=O)CCN2C(=O)C3CC=CCC3C2=O)c(=O)[nH]c1=O (configuration not stated)
→ 1%, ·, -3%
COc1ccc(Cc2noc(CN(C)C3CC(C)(C)NC(C)(C)C3)n2)cc1OC
→ 10%, 0%, 4%
O=C(CCl)NCCCCCCCCCNC(=O)CCl
→ 6.5µM*, 2%, 4.6µM*
CCOc1ccccc1NC(=O)CSc1nccn1-c1cccc(C)c1
→ 18µM*, 10%, 21µM*
CCC(=O)NC(=S)Nc1ccc2oc(-c3ccc(OC)cc3)nc2c1
→ -27%, ?, -28%
CCc1ccc(NC(=O)Nc2nnc(N(C)C3CCCCC3)s2)cc1
→ ?, 9%, ?
CC(=O)Nc1ccc(-c2nnc(SCc3ccc(C)cc3)n2C)cc1
→ -5%, 4%, 2%
CCCn1c(-c2nonc2N)nc2ccccc21
→ ?, 2%, ?
Cc1cc(=O)cc(C)n1-c1ccc(O)cc1
→ 10%, 3%, -14%
Cn1cccc1/C=N/n1c(-c2ccc(C(C)(C)C)cc2)n[nH]c1=S
→ 8.2µM*, 10%, 8.2µM*
CN1CCN(c2ccc([N+](=O)[O-])cc2NC(=O)c2ccco2)CC1
→ -19%, 2%, -25%
N#CC[C@H](c1ccccc1)N1CCN(Cc2ccccc2)CCC1=O
→ -6%, ·, -1%
CC1CCCC(C)N1C(=O)COC(=O)c1nn(C)c(=O)c2ccccc12 (configuration not stated)
→ 0%, 6%[56.1 µM], 15%
COc1ccc(-c2nc3c(c(=O)[nH]c(=O)n3Cc3ccccc3)n2Cc2ccccc2)cc1
→ 21µM*, 5%, 23µM*
COc1ccc(OC)c(/C=C2\SC(N3CCCC(C)C3)=NC2=O)c1 (configuration not stated)
→ 21µM*, ·, 16µM*
COCCn1c(C)cc(C(=O)COC(=O)/C=C/c2cccc(OC)c2)c1C
→ -5%, 8%, -1%
Cc1ccc(-c2nc3c(c(=O)c4ccccc4n3C)c(=O)n2-c2ccc(F)cc2)cc1
→ 3%, 6%, -10%
CCOc1ccc(CCNC(=O)c2cnc3sc(N4CCCCCC4)nn3c2=O)cc1
→ 18µM*, 5%, 18µM*
COC(=O)c1c(NC(=O)C2c3ccccc3Oc3ccccc32)sc(C)c1C
→ ?, 4%, 23µM*
CCOC(=O)c1cnc2nc(C)[nH]n2c1=O
→ 9%, 3%, -6%
Cc1cc(C)nc(N(C#N)CC(=O)N2CCC(C(N)=O)CC2)n1
→ -2%, -2%, 2%
COc1cccc(CNC(=O)[C@@H]2CCCN2C(=O)[C@@H]2CCCN2C(=O)c2c(F)cccc2F)c1
→ -16%, ·, -12%
CCCCNc1nc2c(-c3cccc(Br)c3)nnn2c2ccccc12
→ -20%, 6%, 1%
N#Cc1ccc(CNc2cnccn2)cc1
→ 0%, 3%, -22%
CCC(=O)Nc1cccc(C2=NOC3(C2)C[C@@H](C(N)=O)N(C(=O)c2cc([N+](=O)[O-])cc([N+](=O)[O-])c2)C3)c1 (some centres not stated)
→ 3%, 5%, -6%
c1ccc(CN=C(NCc2ccccc2)NCc2ccccc2)cc1
→ 2.9µM*, ·, 2.3µM*
CC(C)(C)C(=O)O/N=C(\N)COc1cccc(Cl)c1
→ -18%, ·, -7%
CC(C)CCSc1nc2c(c(=O)[nH]c(=O)n2C)n1CCc1ccccc1
→ ?, 0%, ?
Cc1cc(NC(=O)CCC(=O)N(CC2CCCO2)C(C(=O)NC2CCCC2)c2cccnc2)no1 (configuration not stated)
→ -25%, 2%, ?
CC(C)N(Cc1nnc(-c2ccc(Cl)cc2)o1)C(=O)C1=COCCO1
→ -48%, ·, 9.2µM*
CN(CCc1ccc(Cl)c(Cl)c1)CCN1CCCC1
→ 24µM*, 9%, 8.2µM*
Cc1cc(NC(=O)CSc2ccc3nnc(-c4cccnc4)n3n2)no1
→ -22%, 5%, -15%
CCC(CC)C(=O)Nc1cccc(/C(C)=N/NC(=O)c2c(Br)cnn2C)c1
→ -37%, 6%, -5%
Cc1nc(N2CCCC2)c2c(C(=O)Nc3cccc(C)c3C)c(C)oc2n1
→ -13%, -2%, 2%
COc1cc(/C=N/NC(N)=O)cc([N+](=O)[O-])c1O
→ -29%, ?, 5%
CCOC(=O)[C@@H](CCc1ccccc1)N[C@H](C)C(=O)N1[C@H](C(=O)O)C[C@@H]2CCC[C@@H]21
→ -6%, ·, 0%
C/C(CCc1oc2ccc(Br)cc2c1-c1ccc(C)o1)=N/O
→ -1%, 0%, -19%
O=C(O)c1ccccc1-c1ncc(-c2ccccc2)o1
→ -12%, ·, 1%
CCN(C(=S)NC(=O)CCc1ccccc1)c1ccccc1
→ ?, 5%, ?
COc1ccccc1CCNS(=O)(=O)CCNC(=O)c1ccc2c(c1)OCO2
→ ?, 5%, ?
C=CCc1ccccc1OCC(O)CN1C(=O)c2ccccc2C1=O (configuration not stated)
→ -7%, 1%, 8%
CCS(=O)(=O)c1nc(S(=O)(=O)c2ccc(C)cc2)c(NCCCOC)s1
→ ?, 8%, -24%
COCCN1C(=O)c2ccccc2C(C(=O)N2CCN(c3ccccn3)CC2)C1c1ccc(F)cc1 (configuration not stated)
→ ?, -2%, -30%

Limited to DT40 TDP1 CPT, for some of the entries so far:
Compound	DT40 TDP1 CPT
O=C(O)c1ccccc1-c1ncc(-c2ccccc2)o1	1%
CCN(C(=S)NC(=O)CCc1ccccc1)c1ccccc1	?

Looked up above.
In DT40 TDP1 CPT, `CCc1cccc(CC)c1NC(=O)CN1C2CCCC1CC(NC(=O)Nc1cccc(OC)c1)C2` (configuration not stated) is listed with 18µM*
In DT40 TDP1 CPT, `COc1ccc(NC(=O)C2CCC(CNS(=O)(=O)c3ccc4c(c3)C(C)(C)C(=O)N4C)CC2)cc1` (configuration not stated) is listed with -7%
In TDP1 block, `CCC(=O)Nc1ccc(-c2ccc(N3CCCCC3)nn2)cc1` is listed with 2%
In TDP1 block, `COc1ccc(C)cc1S(=O)(=O)N(C)CC(N)=O` is listed with 7%
In DT40 TDP1 CPT, `CCC(CC)C(=O)Nc1cccc(/C(C)=N/NC(=O)c2c(Br)cnn2C)c1` is listed with -5%
In TDP1 block, `CCc1ccc(NC(=O)Nc2nnc(N(C)C3CCCCC3)s2)cc1` is listed with 9%
